SKKanGAS inh = SKKanGAS growth inhibition; inhibition, % at 7.5 µM; S. pyogenes SKKanGAS, kanamycin growth, BacTiter-Glo, 6 h; 300,000 tested, 1.3% active; AID 1662;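 active means mean replicate score, as percent of positive control median, at least 50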;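 further: strain carries kanamycin resistance gene driven by streptokinase promoter and grows in 40 µg/ml kanamycin; loss of luminescence reflects streptokinase promoter inhibition or plain growth inhibition; 0% = median of DMSO wells and 100% = positive control at its reference dose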
HDAC3 inh = blocks human histone deacetylase 3 | inhibition, % at 8.3 µM | O15379 | recombinant HDAC3, fluorogenic peptide/trypsin coupled, fluorescence | AID 2718 | 320,000 tested, 0.15% active; in the data active means inhibition above about 26%, passing the limit was not always enough
Target sequence (O15379 whole entry, looked up): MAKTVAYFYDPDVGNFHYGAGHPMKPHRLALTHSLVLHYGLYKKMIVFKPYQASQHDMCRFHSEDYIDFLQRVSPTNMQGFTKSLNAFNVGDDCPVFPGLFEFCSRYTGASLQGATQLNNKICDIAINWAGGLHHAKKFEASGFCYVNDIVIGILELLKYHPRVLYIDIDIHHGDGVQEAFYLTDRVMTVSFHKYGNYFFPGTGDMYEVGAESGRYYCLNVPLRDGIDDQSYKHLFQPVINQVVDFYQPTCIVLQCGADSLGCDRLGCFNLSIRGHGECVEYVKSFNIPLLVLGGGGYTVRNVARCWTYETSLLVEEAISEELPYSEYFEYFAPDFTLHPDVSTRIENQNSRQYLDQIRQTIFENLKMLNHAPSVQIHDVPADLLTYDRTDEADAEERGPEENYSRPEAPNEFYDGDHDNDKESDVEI
ANO1 activ = activators or potentiators of mouse TMEM16A chloride channel; Q8BHY3; HEK293 TMEM16A/YFP-H148Q/I152L, iodide quench fluorescence; stronger effect = lower value; B-score at 10 µM; 340,000 tested, 0.3% active; AID 623877;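 active means fluorescence-ratio B-score plate-corrected deviation score at least 3 library SD below zero, with starting fluorescence score within 5 deviations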;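 further: channel opened by trigger with iodide after compound preincubation; score built on the fluorescence ratio of max minus min over baseline; more negative score means more quench and so TMEM16A activation or potentiation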
KCNQ1 inh = human KCNQ1 channel inhibition; CHO-K1 KCNQ1, FluxOR thallium flux fluorescence; stronger effect = higher value; B-score at 10 µM; 310,000 tested, 1.3% active; AID 2642;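 active means compounds whose thallium flux B-score, printed positive for inhibition, exceeds three library SD while starting fluorescence stays within three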;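 further: channel opened by potassium depolarization with thallium stimulus after 20 min compound exposure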
ANO1 block = inhibitors of mouse TMEM16A calcium-activated chloride channel; Q8BHY3; HEK293 TMEM16A/YFP iodide influx fluorescence, ionomycin; normalized B-score (activity score, 25-100; higher = stronger inhibition) at 10 µM; 310,000 tested, 1.2% active; AID 588511;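 active means ratio plate-corrected score three or more library SD toward inhibition, starting fluorescence score within five deviations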;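 further: score derived from kinetic fluorescence span divided by baseline fluorescence per well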
KCNQ1 act = potentiators or activators of human KCNQ1 potassium channel; P51787; CHO-K1 KCNQ1, thallium flux FluxOR fluorescence; stronger effect = higher value; B-score at 10 µM; 310,000 tested, 0.35% active; AID 2648;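 active means fluorescence ratio B-score, a plate-corrected score, at least three library SD, with initial intensity B-score within 5 SD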
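Assay system: CHO-K1 cells stably expressing KCNQ1. Medium: assay buffer for compound exposure, DMSO matched across wells. Timing: 37 °C overnight plating, 90-min dark dye load, 20-min compound pretreatment. Signal: kinetic FluxOR fluorescence, 10 s baseline plus 110 s post-stimulus.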
RGS4 act = RGS4 potentiation or activation; HEK293 M3R/inducible RGS4, carbachol calcium flux Fluo4; stronger effect = lower value; B-score at 10 µM; 310,000 tested, 0.92% active;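 active means B-score of the integrated calcium signal more than 4 SD below the library mean, with starting fluorescence not abnormally high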;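 further: negative B-score means reduced calcium response which marks RGS4 activation or potentiation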
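Detection: kinetic calcium fluorescence imaging with Fluo4-AM dye, 2 µM / Material: HEK293 cells with stable M3R and inducible RGS4 / Schedule: recording 10 s baseline at 1 Hz, 100 s post-agonist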
KCNK3 block = human KCNK3 channel inhibition, primary screen. B-score at 10 µM. 340,000 tested, 0.84% active. O14649. CHO-KCNK3 thallium flux, FluxOR fluorescence; stronger effect = lower value. AID 602410;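 active means B-score under library mean minus 4 SD, starting fluorescence ratio at most library mean plus 5 SD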;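 further: more negative B-score means stronger inhibition of thallium flux through KCNK3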
hERG rescue = hERG (human) protection from proarrhythmic block. CHO-hERG, FluxOR thallium flux, dofetilide IC70 present. activation (rescue from dofetilide block), less the hit threshold, % at 10 µM. 310,000 tested, 0.51% active. AID 1511;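 active means activation above the mean of controls blocked by dofetilide plus 5 SD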;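 further: thallium influx through hERG after potassium depolarization seen as dye fluorescence rise; in these data hits start at about 4.7%; inactives centre near -7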
RGS4 inh = human RGS4 inhibition | 310,000 tested, 0.45% active | P49798 | AID 463165 | HEK293 M3R/RGS4 inducible, Fluo-4 calcium flux; stronger effect = higher value; triggered by carbachol at its EC20 | B-score at 10 µM;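 active means B-score, a plate-corrected calcium signal, over three deviations above library mean, with baseline fluorescence within five deviations of library mean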;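 further: RGS4 expression induced by doxycycline in cells with stable M3 receptor; B-score is computed from the integrated fluorescence ratio over baseline after carbachol; higher B-score means a larger calcium signal and so more RGS4 inhibition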
Target sequence (P49798 whole entry, looked up): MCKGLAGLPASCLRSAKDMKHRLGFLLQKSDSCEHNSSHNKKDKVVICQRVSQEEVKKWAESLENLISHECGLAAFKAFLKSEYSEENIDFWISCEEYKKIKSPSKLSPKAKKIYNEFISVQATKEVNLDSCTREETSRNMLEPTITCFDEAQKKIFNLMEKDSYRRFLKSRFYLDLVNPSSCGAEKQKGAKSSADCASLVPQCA
KCNK9 block = blocks the human KCNK9 two-pore domain potassium channel. AID 488922. HEK293 KCNK9, FluxOR thallium flux fluorescence; stronger effect = lower value. Q9NPC2. B-score at 10 µM. 310,000 tested, 1.2% active;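 active means ratio B-score over 3 SD below the library mean, with starting fluorescence within 5 SD of its mean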;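 further: negative B-score means less thallium flux so channel inhibition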
Target sequence (Q9NPC2 whole entry, looked up, the tested form may be a part): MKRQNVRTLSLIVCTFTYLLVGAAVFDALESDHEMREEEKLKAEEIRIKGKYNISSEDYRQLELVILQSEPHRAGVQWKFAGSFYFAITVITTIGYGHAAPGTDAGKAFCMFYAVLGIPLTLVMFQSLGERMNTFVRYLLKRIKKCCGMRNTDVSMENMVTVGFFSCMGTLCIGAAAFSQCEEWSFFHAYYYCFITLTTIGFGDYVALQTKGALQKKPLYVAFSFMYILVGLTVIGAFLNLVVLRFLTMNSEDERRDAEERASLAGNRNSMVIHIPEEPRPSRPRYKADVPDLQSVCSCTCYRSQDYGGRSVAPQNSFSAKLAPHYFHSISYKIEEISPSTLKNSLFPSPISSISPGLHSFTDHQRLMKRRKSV
Active calls of the source: *; i = inactive; . = no result given.

Fields – SKKanGAS inh | HDAC3 inh | ANO1 activ | KCNQ1 inh | ANO1 block | KCNQ1 act | RGS4 act | KCNK3 block | hERG rescue | RGS4 inh | KCNK9 block
O=C(O)CCCCNS(=O)(=O)/C=C/c1ccccc1
→ -4 | -7 | i | i | i | i | i | i | 0 | i | i
CCN(C(=O)c1cc2cccc(OC)c2oc1=O)c1ccccc1
→ -2 | 7 | i | i | i | i | i | i | -6 | i | i
O=C(Nc1ccccc1)c1oc2ccccc2c1NC(=O)C1CC1
→ -7 | 4 | i | i | i | i | i | i | -7 | i | i
CCCC(=O)Oc1ccc2c(C)cc(=O)oc2c1
→ -1 | . | i | i | i | i | i | i | -4 | i | i
C=C(C)CSc1nc2sc3c(c2c(=O)n1C1CCCCC1)CCN(C)C3
→ 8 | . | i | i | i | i | -7.8* | i | -18 | i | i
O=C(CCCCCCCCC(=O)N/N=C/c1ccco1)N/N=C/c1ccco1
→ -5 | 9 | i | i | i | i | i | i | -4 | i | i
CCOC(=O)c1sc(NC(=O)c2sc(C)nc2C)nc1C
→ 2 | 4 | i | i | i | i | i | i | -5 | i | i
CCc1cc(=O)oc2c3c(cc(OCC(=O)NCCCCCC(=O)O)c12)OC(C)(C)CC3
→ 9 | -118 | i | i | i | i | i | i | 0 | i | i
O=C(CCn1c(=O)oc2cc(Cl)ccc21)Nc1ccc(O)cc1
→ -2 | 1 | i | i | i | i | i | i | 1 | i | i
CC1CCN(C(=O)COC(=O)c2ccc(=O)n(Cc3ccccc3)n2)CC1
→ 4 | -3 | i | i | i | i | i | i | -15 | i | i
Nc1ccc(Sc2nnnn2-c2ccccc2)c(Cl)c1
→ -7 | -1 | i | i | i | i | i | i | -2 | i | i
O=C(NC1CCCC1)C1C2C=CC(C2)C1C(=O)N1CCOCC1 (stereo not drawn)
→ -3 | -7 | i | i | i | i | i | i | -19 | i | i
CCc1ccccc1S(=O)(=O)Cc1ccc(C(=O)NCCc2ccccc2)o1
→ -2 | -1 | i | i | i | i | i | i | -16 | i | i
COc1ccc(C(=S)N2CCOCC2)cc1OC(=O)c1ccc(C)cc1
→ 2 | 0 | i | i | i | i | i | i | -7 | i | i
COCCNC(=O)CCCn1c(=O)c2cc(OC)c(OC)cc2n(CC(=O)c2ccc(Cl)cc2)c1=O
→ -2 | . | . | i | i | i | i | . | -14 | i | i
CN1CCc2c(sc(/N=C/c3cc(Cl)ccc3O)c2C#N)C1
→ 3 | 8 | i | i | i | i | i | i | -18 | i | i
CCN(CC)c1ccc(/C=N/Nc2nc3ccccc3[nH]2)cc1
→ 95* | . | i | i | . | i | i | i | -13 | i | i
Cc1cc(C(=O)NCC(=O)OC(C(=O)Nc2cc(C(F)(F)F)ccc2Cl)c2ccccc2)ccc1[N+](=O)[O-] (stereo not drawn)
→ 53* | 8 | i | i | i | i | i | -9.5* | -6 | i | -20*
O=C(O)C1C2CCC(O2)C1C(=O)Nc1cccc(F)c1 (stereo not drawn)
→ 9 | -2 | . | i | i | i | i | . | -9 | i | i
CCOC(=O)Cc1csc(NC(=O)c2ccc(Br)s2)n1
→ -1 | 14 | . | i | i | i | i | . | -21 | i | i
COc1cc(Cl)cc(C#N)c1OCC(=O)O
→ -14 | -1 | i | i | i | i | i | i | 1 | i | i
CCCC(=O)OCC(=O)Nc1ccc2c(c1)OCO2
→ 1 | 1 | i | i | i | i | i | i | -8 | i | i
COCc1nnc(NC(=O)CCCCCN2C(=O)c3ccccc3C2=O)s1
→ -8 | -4 | i | i | i | i | i | i | -10 | i | i
CC(C)C(=O)Nc1nnc(Cc2c[nH]c3ccccc23)s1
→ 4 | -1 | i | i | i | i | i | i | -10 | i | i
CC(C)/C(=N\NC(=O)Nc1ccccc1)c1ccccc1
→ 8 | -2 | i | i | i | i | i | i | -8 | i | i
Cc1cc(C)n(-c2cc(N3CCN(S(=O)(=O)c4ccc5ccccc5c4)CC3)ccc2[N+](=O)[O-])n1
→ 0 | -13 | i | i | i | i | i | i | 2 | i | i
Nn1c(SCC(=O)NCc2ccccc2)nnc1C1CC1
→ -3 | -1 | i | i | i | i | i | i | -4 | i | i
CCOc1cc(C(=S)N2CCOCC2)cc(Br)c1OS(=O)(=O)c1ccccc1
→ -1 | 0 | i | i | i | i | i | i | -4 | i | i
Cc1nn2c(NCC(C)C)c3c(nc2c1-c1ccccc1)CCC3
→ 9 | -8 | i | i | i | i | i | i | -11 | i | i
CCCCNC(=O)CN(c1ccc(Cl)c(Cl)c1)S(C)(=O)=O
→ -7 | 3 | i | i | i | i | i | i | -2 | i | i
CS(=O)(=O)Nc1ccccc1C(=O)c1ccccc1
→ 0 | 2 | i | i | i | i | i | i | -14 | i | i
OC(c1cc(C(F)(F)F)nc2c(Cl)cc(Cl)cc12)C1CCCCN1 (stereo not drawn)
→ -7 | -4 | i | i | i | i | i | i | -2 | 13* | i
O=C(N/N=C/c1ccc(O)cc1O)c1ccncc1
→ -2 | 6 | i | i | i | i | i | i | -7 | i | i
Cc1c(NC(=O)CSc2nnc(-c3ccncc3)o2)c(=O)n(-c2ccccc2)n1C
→ 1 | 9 | i | i | i | i | i | i | -9 | i | i
CC(=O)N1CCN(CC(=O)Nc2ccc(C)c(F)c2)CC1
→ -5 | 2 | i | i | i | i | i | i | -8 | i | i
O=C(O)CS(=O)(=O)CC(=O)NCc1cccc(C(F)(F)F)c1
→ -11 | 0 | i | i | i | i | i | i | -7 | i | i
COc1ccc(CNC(=O)C(c2cccs2)N(C(=O)c2csnn2)C2CC2)cc1 (stereo not drawn)
→ 6 | -3 | . | i | i | i | i | i | -8 | i | i
N/C(=N\OC(=O)c1ccc(Cl)cc1Cl)c1ccc(Cl)cc1
→ 1 | 9 | i | i | i | i | i | i | -2 | i | i
COC(=O)c1c(N)sc(Cc2ccccc2)c1C
→ 12 | 4 | i | i | i | i | i | i | -14 | i | i
O=C(C1CC(=O)N(c2ccc(F)cc2)C1)N1CCN(c2ccc(F)cc2)CC1 (stereo not drawn)
→ 14 | -4 | i | i | i | i | i | i | -4 | i | i

A different layout for some results above.
CS(=O)(=O)Nc1ccccc1C(=O)c1ccccc1
  SKKanGAS inh: 0	HDAC3 inh: 2	ANO1 activ: i	KCNQ1 inh: i	ANO1 block: i	KCNQ1 act: i	RGS4 act: i	KCNK3 block: i	hERG rescue: -14	RGS4 inh: i	KCNK9 block: i
OC(c1cc(C(F)(F)F)nc2c(Cl)cc(Cl)cc12)C1CCCCN1 (stereo not drawn)
  SKKanGAS inh: -7	HDAC3 inh: -4	ANO1 activ: i	KCNQ1 inh: i	ANO1 block: i	KCNQ1 act: i	RGS4 act: i	KCNK3 block: i	hERG rescue: -2	RGS4 inh: 13*	KCNK9 block: i
O=C(N/N=C/c1ccc(O)cc1O)c1ccncc1
  SKKanGAS inh: -2	HDAC3 inh: 6	ANO1 activ: i	KCNQ1 inh: i	ANO1 block: i	KCNQ1 act: i	RGS4 act: i	KCNK3 block: i	hERG rescue: -7	RGS4 inh: i	KCNK9 block: i
Cc1c(NC(=O)CSc2nnc(-c3ccncc3)o2)c(=O)n(-c2ccccc2)n1C
  SKKanGAS inh: 1	HDAC3 inh: 9	ANO1 activ: i	KCNQ1 inh: i	ANO1 block: i	KCNQ1 act: i	RGS4 act: i	KCNK3 block: i	hERG rescue: -9	RGS4 inh: i	KCNK9 block: i

The list continues:
Fields – SKKanGAS inh | HDAC3 inh | ANO1 activ | KCNQ1 inh | ANO1 block | KCNQ1 act | RGS4 act | KCNK3 block | hERG rescue | RGS4 inh | KCNK9 block
Cc1ccc(CN(Cc2ccc(C)o2)C(=S)NCC(=O)O)cc1
→ 1 | 0 | i | i | i | i | i | i | -5 | i | i
COc1cc(S(=O)(=O)NC2CCCC2)c(OC)cc1Cl
→ 1 | -5 | i | i | i | i | i | i | -15 | i | i
COc1ccccc1N1CCN(C(=O)c2ccc3nc(-c4ccco4)c(-c4ccco4)nc3c2)CC1
→ 26 | 15 | i | i | i | i | i | i | -29 | i | i
CCC(=O)N1CCN(c2ccc(Cl)cc2NC(=O)c2ccc(Br)o2)CC1
→ -3 | 1 | i | i | i | i | i | i | -8 | i | i
COc1cc(NC(=S)NC2CC(C)(C)NC(C)(C)C2)cc(OC)c1
→ 2 | 8 | i | i | i | i | i | i | -2 | i | i
CCOc1cc(C(=O)NC(CC(=O)O)c2ccc(OC3CCCC3)cc2)cc(OCC)c1OCC (stereo not drawn)
→ 8 | 8 | i | i | i | i | i | i | -5 | i | i
Cc1onc(-c2ccccc2Cl)c1C(=O)NC(=S)NCc1cccnc1
→ 6 | 0 | i | i | i | i | i | i | -12 | i | i
COc1cc(O)c2c(c1)OC(c1ccc(O)cc1)CC2=O (stereo not drawn)
→ 0 | 9 | i | i | i | i | i | i | -7 | i | i
CCOC(=O)c1cccc(NC(=O)CCn2nnc3ccccc32)c1
→ -5 | 4 | i | i | 100* | i | i | i | -6 | i | i
CCOC(=O)C(=O)Nc1nc(-c2ccc3c(c2)CCN3C(=O)C2CC2)c(C)s1
→ 0 | 0 | i | i | i | i | i | i | -7 | i | i
Fc1ccc(CN2CCC(Cc3ccccc3)CC2)cc1F
→ 9 | 6 | i | i | i | i | i | i | -9 | i | i
CCOC(=O)C1=C(C)N(C)C(C)=C(C(=O)OCC)C1c1ccccn1
→ -8 | 3 | i | i | i | i | i | i | -15 | i | i
C[C@H](C(=O)CC(=O)OC(C)(C)C)[C@H](O)c1ccc(C(F)(F)F)cc1
→ 8 | -2 | i | i | i | i | i | i | -11 | i | i

Whole records, quoted from the list.
CCOC(=O)C1=C(C)N(C)C(C)=C(C(=O)OCC)C1c1ccccn1 is listed with SKKanGAS inh = -8; HDAC3 inh = 3; ANO1 activ = i; KCNQ1 inh = i; ANO1 block = i; KCNQ1 act = i; RGS4 act = i; KCNK3 block = i; hERG rescue = -15; RGS4 inh = i; KCNK9 block = i
COc1cc(O)c2c(c1)OC(c1ccc(O)cc1)CC2=O (stereo not drawn) is listed with SKKanGAS inh = 0; HDAC3 inh = 9; ANO1 activ = i; KCNQ1 inh = i; ANO1 block = i; KCNQ1 act = i; RGS4 act = i; KCNK3 block = i; hERG rescue = -7; RGS4 inh = i; KCNK9 block = i

Compound activity as filed in PubChem.
